KOR beta-arrestin-1: KOR agonists, beta-arrestin recruitment, primary screen, cell-based, luminescence, uHTS (AID 1777) | KOR beta-arrestin recruitment, luminescence; higher % means a stronger effect | one-dose activation, % at 10 µM; EC50 in µM for titrated hits | 0.02% of 280,000 active | Kappa-type opioid receptor (Homo sapiens); in the data active means activation above about 50%, passing the limit was not always enough; further: a part of the inactive calls stands beside numbers as strong as those of hits
Rac1 GTP hydrolysis: MgcRacGAP GTPase-activating activity inhibitors, confirmation, biochemical, ADP Hunter fluorescence | AID 624330, 2012 | 0.6% of 340,000 active | Rac GTPase-activating protein 1 (Homo sapiens) | MgcRacGAP-stimulated Rac1 GTP hydrolysis, ADP Hunter fluorescence; higher % means a stronger effect; GST-tagged Rac1 F28L mutant substrate | inhibition, % at 30 µM; hits with a dose series show IC50 in µM;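 active means first-screen hits whose inhibition reached a set limit at any dose in the follow-up dose series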;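 further: fluorescence reports GDP produced by GAP-driven GTP hydrolysis; strong numbers were not always called active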
KOR beta-arrestin-2: KOR antagonists, beta-arrestin recruitment, cell-based, luminescence, uHTS (AID 1778); 0.091% of 290,000 active; KOR beta-arrestin recruitment, luminescence, antagonist mode; higher % means a stronger effect; inhibition, % at 10 µM, or IC50 in µM where a hit was titrated; Kappa-type opioid receptor (Homo sapiens); further: strong numbers were not always called active
Large T inhibition: SV40 large T antigen inhibitors, biochemical (AID 1903); SV40 large T antigen ATPase/helicase inhibition assay; higher % means a stronger effect; one-dose inhibition, % at 20 µM; IC50 in µM for titrated hits; 0.39% of 310,000 active; in the data active means a potency from the dose series; further: strong numbers were not always called active
NOD1 inhibition: NOD1 signaling inhibitors, primary screen, cell-based, luminescence, uHTS (AID 1578). NOD1-driven NF-kB luciferase reporter cells, luminescence; higher % means a stronger effect. inhibition, % at 4 µM, or EC50 in µM where a hit was titrated. 1% of 290,000 active; in the data active means inhibition mostly above about 36%, no sharp cut-off; inactive means mostly below about 34%;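 further: HEK-293T reporter cells stimulated with the NOD1 agonist gamma-tri-DAP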
GPR55 activation: GPR55 agonists via beta-arrestin recruitment, primary screen, imaging, U2OS cells, beta-arrestin-GFP redistribution (AID 1961); G-protein coupled receptor 55 (Homo sapiens); U2OS GPR55 beta-arrestin-GFP redistribution imaging; higher % means a stronger effect; one-dose activation, % at 10 µM; EC50 in µM for titrated hits; 0.048% of 290,000 active;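 active means activation above 40% with more than 50 cells counted in the well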;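 further: U2OS osteosarcoma cells stably expressing GPR55 and beta-arrestin-GFP; plate controls were DMSO negative control for no effect and LPI positive control for full effect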
HEK293 NOD2/NF-kB: NOD2 signaling inhibitors, cell-based, luminescence, uHTS, HEK293 (AID 1566); HEK293 NOD2/NF-kB luciferase reporter, luminescence; higher % means a stronger effect; inhibition, % at 4 µM, or EC50 in µM where a hit was titrated; 0.63% of 290,000 active; further: many of its hits are not listed in these tables
GPR55 LPI antagonism: GPR55 antagonists blocking LPI-driven arrestin recruitment, primary screen, imaging, U2OS, beta-arrestin-GFP, LPI agonist (AID 2013). G-protein coupled receptor 55 (Homo sapiens). U2OS GPR55 beta-arrestin-GFP translocation imaging, LPI antagonism; higher % means a stronger effect. inhibition, % at 10 µM, or IC50 in µM where a hit was titrated. 0.13% of 290,000 active;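 active means spots per cell inhibited over 60%, with over 100 cells counted and total cytoplasm intensity under 500,000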;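 further: U2OS cells stably carrying GPR55 and arrestin-GFP stimulated by 5 µM LPI near EC80; imaged beta-arrestin-GFP aggregate spots per cell after agonist stimulation; plate controls were LPI-stimulated DMSO wells for no effect and DMSO wells without LPI for full effect; some results filed as inactive read as strong as hits; confirmed hits need IC50 under 10 µM and bright autofluorescent wells are also inconclusive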
HIV peptide binding: inhibitors of HIV fusion peptide binding, primary screen, biochemical, uHTS, fluorescence dequenching (AID 1986); 0.3% of 290,000 active; cell-free peptide binding, fluorescence dequenching, 30 min; higher % means a stronger effect; one-dose inhibition, % at 20 µM; IC50 in µM for titrated hits; in the data active means inhibition mostly above about 52%, no sharp cut-off; inactive means mostly below about 76%; further: some results filed as inactive read as strong as hits
An asterisk follows results filed as active; . = not tested or not shown; & = joins results of further samples; [ ] = another dose, or the depositor's remark. Unless noted, no stated cut-off is given here; in the data, active means inhibition above about 50%; inactive means the rest.

Value order: KOR beta-arrestin-1	Rac1 GTP hydrolysis	KOR beta-arrestin-2	Large T inhibition	NOD1 inhibition	GPR55 activation	HEK293 NOD2/NF-kB	GPR55 LPI antagonism	HIV peptide binding
O=C(O)c1cccc(S(=O)(=O)NCCc2ccccc2)c1
 : -7.5%	2%	-3%	-4%	-32%	0.2%	5%	1%	1.8%
CCCc1nnc(NC(=O)CCC(=O)N2CCN(c3ccccn3)CC2)s1
 : -1.9%	2%	1%	7%	4%	0.0%	18%	4%	-2.2%
Cc1nc(N)nc(COc2ccccc2)n1
 : 2.7%	1%	-23%	9%	-8%	-0.2%	16%	-5%	1.1%
COc1ccc(CNS(=O)(=O)c2cc(-c3cc(C)no3)ccc2C(C)C)cc1
 : -2.8%	-6%	-90%	3%	2%	-0.1%	-8%	-4%	0.4%
O=C(OCC(=O)c1cccs1)c1ccccc1
 : 4.9%	12%	28%	1%	2%	-0.3%	-8%	3%	-0.2%
COc1ccc(CNS(=O)(=O)c2cc(-c3cc(C)no3)ccc2C)cc1OC
 : 8.3%	11%	-16%	3%	-4%	-0.2%	17%	13%	0.9%
O=C(O)/C(=C1\OC(=O)c2ccccc21)c1ccccc1
 : -3.8%	7%	16%	11%	-19%	-0.4%	4%	-2%	0.7%
NC(=O)NC(Cc1ccccc1)c1ccccc1 (configuration not stated)
 : -3.3%	3%	22%	4%	3%	-0.2%	20%	-6%	-2.4%
O=c1c2c3c(sc2ncn1/N=C/c1ccncc1)CCCC3
 : -0.6%	-4%	8%	9%	-27%	0.2%	-2%	-4%	-0.1%
Cc1cc(C)n(S(=O)(=O)c2cc(C)c(C)cc2C)n1
 : -2.0%	-1%	1%	11%	-8%	0.1%	7%	6%	1.6%
C#CCNC(=O)C1=C[C@H](C2CCCCC2)[C@@H](CCCO)[C@H](OCC)O1
 : -1.7%	-2%	-10%	0%	-7%	1.0%	-9%	8%	1.6%
CC1=C(C(=O)OC2CCCCC2)C(c2ccco2)C2=C(CC(C)(C)CC2=O)N1 (configuration not stated)
 : -0.4%	5%	30%	-2%	18%	-0.2%	19%	.	-1.3%
COCCNC(=O)c1ccc(NS(=O)(=O)c2ccc3[nH]c(=O)[nH]c3c2)cc1
 : -7.0%	8%	35%	4%	-1%	0.4%	-10%	-10%	0.4%
CNC(=O)c1ccc(NC(=O)/C=C/c2cccc(F)c2)cc1
 : -4.4%	5%	-18%	-2%	-50%	-0.4%	-4%	-1%	0.8%
NC(=O)C1CCN(C(=O)CN2CCN(c3cccc(C(F)(F)F)c3)CC2)CC1
 : -3.7%	-4%	8%	3%	-3%	0.2%	13%	8%	-1.6%
CCOc1cc2[nH]c(=S)n(CCN3CCC(C)CC3)c(=O)c2cc1OCC
 : -1.7%	-1%	-17%	0%	-3%	0.0%	21%	9%	-0.8%
NC(=O)NCCN1CCN(c2ncc(C(F)(F)F)cc2Cl)CC1
 : -1.4%	3%	-33%	12%	-45%	0.3%	-10%	11%	-0.6%
c1ccc(-c2noc(C34CC5CC(CC(C5)C3)C4)n2)cc1
 : -6.8%	14%	-33%	0%	-40%	-0.2%	12%	2%	-2.9%
Cn1nnnc1CCOCCc1nnnn1C
 : -3.2%	4%	2%	5%	-7%	-0.2%	0%	-6%	0.8%
Cc1cc(=O)oc2c(C)c(OCC(=O)NCC3CCC(C(=O)O)CC3)ccc12 (configuration not stated)
 : .	2%	-8%[20 µM]	3%	-30%	-0.2%	6%	4%	-0.5%
COc1cccc(NC(=O)c2cnc(SC)nc2C)c1
 : 3.4%	-8%	-26%	0%	-13%	0.0%	-27%	5%	0.9%
CCCCCC(=O)NNC1=NCC(Cc2ccccc2)S1 (configuration not stated)
 : 2.7%	1%	-29%	4%	-29%	0.1%	-1%	-12%	0.1%
S=C(Nc1ccccc1)c1ccccn1
 : -3.7%&-5.8%	6%	28%&27%	0%	-18%&54%	-0.1%&-0.1%	-71%&-61%	6%&4%	-2.3%&-0.7%
COC(=O)CCCC1=CC2=C(c3ccccc3)C(=O)C(C)(OC(=O)C3CCCC3)C(=O)C2=CN1c1ccccc1 (configuration not stated)
 : -3.0%	5%	31%	7%	2%	-0.1%	20%	3%	2.1%
CCn1nc(NS(=O)(=O)c2ccc(C)cc2)c2cc3ccccc3nc21
 : 2.0%	23%	-34%	12%	-8%	-0.1%	6%	2%	0.3%
CCCCC(=O)Nc1cccc(-c2cn3ccccc3n2)c1
 : 3.9%	5%	-12%	1%	-44%	0.0%	-35%	0%	-1.9%
COCCn1c(COc2cccc(OC)c2)nnc1SCC(=O)NC1CCCC1
 : -3.4%	4%	-9%	2%	5%	0.1%	7%	-5%	-0.9%
CC1Cc2ccccc2N1CC(=O)Nc1ccc(S(N)(=O)=O)cc1 (configuration not stated)
 : 5.5%	2%	11%	1%	1%	0.3%	14%	-2%	-0.8%
O=C(Nc1ccccc1C(=O)N1CCCCC1)c1cccs1
 : 0.7%	6%	1%	-3%	-36%	-0.1%	1%	4%	-0.1%
O=C(NCCCn1ccnc1)/C(=C\c1ccc(Br)cc1)NC(=O)c1ccccc1F
 : 2.3%	7%	4%	23%	-47%	-0.1%	12%	5%	1.0%
Cn1cc(CN2CCN(CC(C)(C)C)C(CCO)C2)c2ccccc21 (configuration not stated)
 : 6.6%	5%	-32%	15%	16%	0.3%	-16%	7%	2.5%
Cc1ccc(C(=O)Nc2ncc(Cc3ccc(F)cc3)s2)o1
 : 8.3%	5%	-32%	7%	-114%	0.0%	-283%	4%	0.7%
COCc1cc(=O)n2[nH]c(-c3ccc(C)cc3)cc2n1
 : 111%	6%	-21%	3%	-32%	-0.1%	-33%	-5%	-0.5%
CC1CCCCN1C(=O)Nc1cccc(Cl)c1 (configuration not stated)
 : -6.0%	5%	.	11%	0%	-0.2%	5%	3%	-0.8%
Cc1ccc(C)c(C(=O)Nc2cc(C)nn2-c2nc(C)cc(C)n2)c1
 : -2.8%	6%	4%	5%	-27%	0.1%	13%	-6%	-0.5%
Cc1cccc(C(=O)NC(C)c2ccc(-n3ccnc3)cc2)c1C (configuration not stated)
 : 8.3%	5%	6%	10%	-20%	-0.1%	15%	10%	1.8%
Cc1cc(C(=O)N/N=C/C=C/c2ccccc2[N+](=O)[O-])c(C)o1
 : -6.2%	9%	20%	10%	-4%	0.7%	10%	5%	-4.1%
CC(C)[C@H](NC(=O)c1ccco1)C(=O)N(C)Cc1ccc(C(F)(F)F)cc1
 : 1.9%	1%	-18%	2%	41%	-0.2%	-8%	3%	-1.6%
O=[N+]([O-])c1cccc(-c2ncc3ccccn23)c1
 : -2.6%	7%	20%	-3%	-38%	-0.5%	12%	3%	0.6%
CC(C)OCCCN1CC(=O)N2C(c3cccc([N+](=O)[O-])c3)c3[nH]c4ccccc4c3C[C@H]2C1=O (some centres not stated)
 : 0.9%	4%	22%	5%	-11%	1.1%	4%	11%	-2.5%
O=C(NC(=S)Nc1ccc(CN2CCOCC2)cc1)c1cc2ccccc2o1
 : -6.4%	9%	15%	8%	-35%	0.2%	-18%	-1%	1.7%
O=Cc1ccc(Oc2ccc(F)cc2)nc1
 : -2.5%	-2%	2%	1%	4%	0.8%	-22%	7%	-1.6%
CCCN(CCC)S(=O)(=O)c1cc2c3c(c1)CCN3C(=O)CC2
 : -5.3%	3%	-35%	.	-1%	-0.3%	10%	10%	0.6%
OCCCCCN=c1cc(-c2ccccc2)oc2ccc(Cl)cc12
 : 1.0%	14%	2%	8%	-20%	0.0%	-17%	14%	-3.1%
O=C(c1ccc2c(c1)OCCO2)N1CCN(Cc2ccccc2)CC1
 : -1.1%	8%	14%	33%	13%	-0.2%	16%	7%	-1.0%
CCC(C)c1ccc(NC(=S)NCc2ccccn2)cc1 (configuration not stated)
 : -7.1%	7%	-2%	8%	-21%	-0.2%	15%	6%	-1.8%
CC1=C(C(=O)Nc2ccccc2C(=O)N2CCC(C)CC2)SCCO1
 : -0.6%	-2%	1%	9%	12%	0.3%	2%	0%	-2.5%
COc1cccc(-n2cc(C(=O)O)c3ccccc3c2=O)c1
 : -5.1%	7%	0%	0%	-13%	-0.1%	13%	-7%	-0.1%
CC(C)C(c1nnnn1CC1CCCO1)N1CCN(Cc2ccc3c(c2)OCO3)CC1 (configuration not stated)
 : 0.1%	-1%	6%	-2%	-13%	0.2%	8%	6%	-2.4%
O=C(NCc1ccccn1)Nc1ccc(Cl)c(Cl)c1
 : -6.5%	5%	-14%	0%	-33%	0.0%	-1%	-4%	1.5%
COCCNC(=O)C(=O)c1cc(C)n(-c2ccc([N+](=O)[O-])cc2)c1C
 : -2.6%	5%	-15%	4%	-10%	-0.3%	-1%	-8%	-1.8%
Cc1ccc(C(C)C)c(OCc2nn(CC(=O)c3ccc(OC(F)F)cc3)c3[n+]2CCCCC3)c1
 : 1.8%	16%	-60%[20 µM]	-1%	-3%	0.2%	6%	0%	-0.7%
CC(=O)c1ccc(NS(=O)(=O)c2ccc(CC(C)C)cc2)cc1
 : -9.0%	5%	31%	-2%	57%	0.1%	37%	-6%	-3.2%
O=C(NNC(=O)c1ccccc1[N+](=O)[O-])c1ccccn1
 : -2.5%	4%	-1%[20 µM]	10%	3%	-0.3%	16%	-7%	0.8%
CC(=O)N1c2ccc(S(=O)(=O)N3CCC(C(=O)Nc4cccc(C)c4)CC3)cc2CC1C (configuration not stated)
 : 0.3%	8%	-13%	-2%	-24%	-0.1%	5%	0%	-1.3%
Cn1c(=O)c2c(SCC(=O)NC3CCCC3)nc(CC(C)(C)C)nc2n(C)c1=O
 : 3.9%	7%	-18%	3%	-27%	-0.1%	9%	24%	2.5%
CC(C)CC1=NN2C(=N)/C(=C\c3coc4ccccc4c3=O)C(=O)N=C2S1
 : 4.9%	9%	-11%	18µM*	-27%	-1.0%	-3%	-5%	148%
COc1ccc(-c2cc(C(F)(F)F)nc(N3CCCCCC3)n2)cc1
 : -2.4%	-1%	13%	0%	-3%	0.7%	15%	14%	5.7%
COc1ccccc1N1CCN(C(=O)CN(c2cc(C)cc(C)c2)S(C)(=O)=O)CC1
 : -0.5%	7%	10%	19%	-19%	-0.2%	-6%	12%	6.7%
CN1C(=O)C(C)(C)c2cc(S(=O)(=O)NCC(=O)NCc3ccccc3)ccc21
 : -0.6%	5%	-12%[20 µM]	6%	-18%	0.7%	15%	5%	0.8%

Only part of the results is shown. The share of hits here may be higher or lower than overall.
